MsrA inh = bovine MsrA inhibition; 360,000 tested, 0.75% active; purified bovine MsrA, absorbance read-out; inhibition, % at 15.5 µM; in the data active = inhibition above about 4.5%;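 also: 0% = vehicle wells with enzyme and 100% = reference inhibitor wells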
bovine MsrA act = activates bovine MsrA enzyme; purified bovine MsrA, absorbance read-out; activation, % at 10.6 µM; 360,000 tested, 0.3% active; AID 602163; in the data active = activation above about 7.5%;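 also: 0% = vehicle and 100% = reference activator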
CendR NRP1 mod = modulators of CendR peptide binding to human neuropilin-1; O14786; FAM-RPARPAR peptide binding to NRP-1, fluorescence polarization; inhibition, % at 25 µM; 360,000 tested, 0.85% active;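 active = inhibition or corrected inhibition above about 18%, plus a signal ratio from 0.5 to 1.5, limit read from the data, passing the limit was not always enough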; also: strong numbers were not always called active
MT1-MMP act inh = inhibitors of human MT1-MMP activation; GFP/RFP ratio change, % at 20 µM; 360,000 tested, 0.061% active; P50281; HT1080 RFP-PRO-GFP cells, GFP/RFP ratio fluorescence, overnight; percent of plate control window, DMSO zero;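 active = GFP/RFP ratio change of at least 30% with cell ATP level not reduced by more than half and red fluorescence within 50% of control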; also: strong numbers were not always called active
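Assay system: RFP-PRO-GFP reporter HT1080 cells; read-out basis: GFP/RFP fluorescence ratio; benchmarks: DMSO wells and RFP-L50D-GFP cells; doses: 20 µM single dose, 1% DMSO; schedule: overnight cell settling, then overnight compound exposure, 37 °C, 5% CO2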
FAS TE block = blocks the thioesterase domain of human fatty acid synthase; P49327; recombinant FAS-TE, OMFH fluorogenic substrate, fluorescence endpoint; inhibition, % at 15 µM; 360,000 tested, 0.67% active;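 active = compounds whose normalised, plate-corrected inhibition of enzyme fluorescence in the single-dose primary screen is 50% or more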;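 also: 0% = DMSO with enzyme and 100% = substrate without enzyme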
Tb MetRS inh = Trypanosoma brucei MetRS inhibition | AID 624268 | 360,000 tested, 0.4% active | purified T. brucei MetRS, ATP depletion, Kinase-Glo luminescence | inhibition, % at 11.9 µM;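 active = inhibition above a per-plate cutoff of the control wells' mean inhibition plus 3 SD, cut at about 5.5% in these data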;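 also: 0% = DMSO wells median and 100% = median of wells with control inhibitor compound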
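Test system – parasite MetRS enzyme · Reagent – substrates ATP, L-methionine and bulk Escherichia coli tRNA · Doses – 11.9 µM compound single dose, 0.9% DMSO · Times – 15 min enzyme-compound preincubation, 2 h reaction, 10 min detection, 25 °C · Signal – Kinase-Glo luminescence, ATP depletion format · Controls – DMSO-only wells as low control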
E coli Lon inh = inhibitors of E. coli Lon protease | P0A9M0 | purified E. coli Lon protease, fluorescence polarization | 360,000 tested, 0.42% active | inhibition, % at 7.94 µM | AID 602123; in the data active = inhibition above about 13%, passing the limit was not always enough;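 also: 0% = enzyme with probe and DMSO and 100% = no enzyme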
Target sequence (P0A9M0 whole entry, looked up): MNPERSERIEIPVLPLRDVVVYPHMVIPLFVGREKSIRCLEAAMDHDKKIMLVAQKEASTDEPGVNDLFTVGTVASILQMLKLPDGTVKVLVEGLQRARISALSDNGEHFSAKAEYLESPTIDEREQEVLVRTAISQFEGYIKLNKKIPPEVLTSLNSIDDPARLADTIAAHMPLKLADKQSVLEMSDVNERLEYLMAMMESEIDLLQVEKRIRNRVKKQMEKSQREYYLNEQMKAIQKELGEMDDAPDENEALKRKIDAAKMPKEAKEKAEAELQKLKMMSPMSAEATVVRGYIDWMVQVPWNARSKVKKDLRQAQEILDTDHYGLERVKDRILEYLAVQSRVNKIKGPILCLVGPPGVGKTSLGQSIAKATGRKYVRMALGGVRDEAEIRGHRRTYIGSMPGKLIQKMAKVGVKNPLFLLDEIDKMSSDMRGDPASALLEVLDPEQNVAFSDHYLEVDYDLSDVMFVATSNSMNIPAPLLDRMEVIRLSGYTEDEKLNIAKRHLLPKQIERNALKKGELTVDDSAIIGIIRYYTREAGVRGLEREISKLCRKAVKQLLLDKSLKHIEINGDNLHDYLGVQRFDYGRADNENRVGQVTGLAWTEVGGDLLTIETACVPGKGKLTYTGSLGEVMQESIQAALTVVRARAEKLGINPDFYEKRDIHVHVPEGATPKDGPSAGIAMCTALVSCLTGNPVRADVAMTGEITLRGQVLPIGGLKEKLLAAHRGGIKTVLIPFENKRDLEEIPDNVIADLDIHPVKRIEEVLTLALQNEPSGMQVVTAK
PABP1 MLLE inh = inhibitors of microRNA-mediated deadenylation, human PABP1 MLLE binding; inhibition, % at 20 µM; P11940; GST-MLLE / FITC-PAM2 fluorescence polarization; 360,000 tested, 0.36% active; AID 588489; in the data active = inhibition above about 35%, passing the limit was not always enough;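 also: plate controls were DMSO wells with GST-MLLE for no effect and wells lacking GST-MLLE protein for full effect; some results filed as inactive read as strong as hits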
SKN-1 inh = blocks SKN-1 activity in C. elegans. C. elegans VP596 Pgst-4::GFP/RFP ratio, acrylamide-induced, 24 h. inhibition, % at 21.8 µM. 360,000 tested, 0.49% active. AID 624304;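 active = interference check ratio from 0.5 to 1.5 plus GFP to RFP signal ratio inhibition reaching or exceeding a fixed threshold, cut at about 30% in these data, passing the limit was not always enough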; also: some compounds called inactive have numbers as strong as hits
* hit, by the source's call; . = not tested or not shown. Hits appear at their usual frequency. About 4% of those tested had a hit in this group.

SMILES	MsrA inh	bovine MsrA act	CendR NRP1 mod	MT1-MMP act inh	FAS TE block	Tb MetRS inh	E coli Lon inh	PABP1 MLLE inh	SKN-1 inh
COC(=O)COc1ccc(S(=O)(=O)Nc2ccc3c(c2)OCO3)cc1	1.5	-2	5	-6	-1	-0.7	-5	9	3
CC(C)C(C)NC(=O)COn1nnc2ccc(S(=O)(=O)N3CCOCC3)cc21 (stereo not given)	-0.1	0	1	3	-5	-0.2	-3	-3	12
O=C(CCNS(=O)(=O)c1ccc(Cl)cc1)OCC(=O)c1ccc[nH]1	0.1	-4	2	-1	-5	-0.2	-2	4	4
Cc1cnc(C(=O)N2CCN(S(=O)(=O)c3cc(C(F)(F)F)cc(C(F)(F)F)c3)CC2)cn1	0.0	0	-10	-3	-5	-0.1	-3	-31	-2
CC(=O)c1ccc(N2CCN(S(=O)(=O)c3ccc4c(c3)CC(=O)N4C)CC2)cc1	4.0	-7	-2	0	9	-0.5	-5	8	7
C/C(=N\Nc1cc(N2CCOCC2)nc(C)n1)c1cccc([N+](=O)[O-])c1	0.9	-1	-9	-2	18	1.0	1	-1	-10
CCOC(=O)c1c(S(=O)(=O)N2c3ccccc3CC2C)c(C)n(C)c1C (stereo not given)	0.5	0	2	0	-1	0.0	-10	15	17
CCOC(=O)NCc1cc(-c2nn(C)c(=O)c3ccccc23)ccc1C	1.2	-2	-11	2	-3	-0.6	9	-8	14
Cc1ccc2nc(CCc3nc4ccc(C)cc4o3)oc2c1	-0.8	-2	-3	0	-4	0.2	-3	2	18
Cc1cc(N2CCCC2=O)ccc1S(=O)(=O)Nc1c(C)nn(C)c1C	0.1	-2	3	0	-5	-0.3	4	2	15
COc1cccc2cc(C(=O)Nc3ccc(S(=O)(=O)NCC4CCCO4)cc3)c(=O)oc12 (stereo not given)	1.1	-4	-7	-2	-2	-0.1	0	11	-18
Cc1cc(F)ccc1NC(=O)C1CSC2(C)CCC(=O)N12 (stereo not given)	-0.5	-4	2	7	-6	-0.7	0	6	-5
OCCN=C1CCCc2c1[nH]c1ccc(Cl)cc21	-0.6	-11	11	2	-3	-0.1	4	-8	2
COc1ccc(NC(=O)c2ccc3nc(C)sc3c2)cc1	-0.3	-9	3	2	2	0.1	1	14	-16
O=C(NCCF)[C@H]1C[C@@H]1[C@H](NP(=O)(c1ccccc1)c1ccccc1)c1ccccc1	-0.9	-3	9	-3	-10	-0.1	-4	9	5
O=C(NCc1cc(C(F)(F)F)cc(C(F)(F)F)c1)C12CN(Cc3ccccc3)CC1C(c1cccc([N+](=O)[O-])c1)=NO2 (stereo not given)	.	0	9	-11	27	-0.2	-13	0	10
CCN1C(=O)/C(=C\N2CCN(C)CC2)SC1=S	2.6	-4	-12	9	-3	-1.2	-2	4	1
CC(=O)Oc1ccc2c(c1)c(C(C)=O)c(C)n2C	-0.8	-12	5	0	-8	-0.4	-8	-1	4
CCN1CCN(CCC(=O)Nc2cc(C)ccc2C)CC1	0.2	-1	-3	-1	-4	-0.2	1	-8	-4
c1ccc(-c2nc(NCc3cccnc3)c3ccccc3n2)cc1	.	-5	-7	-3	8	-0.1	-4	15	22
Cc1ccc(C(=O)N/C(=C\c2ccc(-c3cc(Cl)ccc3Cl)o2)C(=O)NCc2cccnc2)cc1	2.0	-3	-10	-2	18	-1.4	-15	-5	4
CC(C)(C)NNC(=S)Nc1cccc(C(F)(F)F)c1	0.5	-7	-3	2	-4	-0.6	0	10	-6
COc1ccc(C(CNC(=O)c2oc3ccc(Cl)cc3c2C)N2CCCCC2)cc1 (stereo not given)	0.3	5	7	-1	20	0.3	-6	4	8
CCOC(=O)c1c(-c2cccc(C)c2)csc1NC(=O)C1CC=CCC1C(=O)O (stereo not given)	0.4	-10	5	0	-10	-0.1	2	15	5
Cc1cc(C)nc(SCC(=O)Nc2ncc(Cc3ccc(Cl)c(Cl)c3)s2)n1	0.3	-7	4	6	8	-0.9	-1	7	1
CC(=O)Nc1cc(NC(C)=O)cc(C(=O)OC(C)C(=O)Nc2ccc(S(=O)(=O)N3CCCC3)cc2)c1 (stereo not given)	0.1	-1	4	2	-5	0.1	11	-31	3
NC(=O)c1nsc(C(=O)N(c2ccccc2)C(C(=O)NC2CCCC2)c2ccc3ncccc3c2)c1N (stereo not given)	-0.2	-1	13	-5	2	-0.3	0	-2	0
COc1cccc(CNS(=O)(=O)c2c(C)nc3scc(C)n3c2=O)c1	3.7	-1	2	-2	0	-0.2	6	3	3
Cc1ccc(-c2nc(C3CCCN(S(=O)(=O)c4ccc(C(C)(C)C)cc4)C3)no2)cc1 (stereo not given)	0.5	-3	0	2	13	0.5	1	-8	-1
Cc1c(C(=O)NC2CCOC2)oc2c(F)cccc12 (stereo not given)	-0.4	-1	-7	-1	-6	0.2	-1	4	10
COc1cccc(N2CC(C(=O)Nc3nnc(SCC(=O)c4ccccc4)s3)CC2=O)c1 (stereo not given)	-0.4	2	0	-1	13	-0.2	-12	-23	12
CCNC(=O)COc1ccc(/C=C2\COc3ccccc3C2=O)cc1OC	0.8	-15	-3	-18	0	-1.3	8	-16	1
O=C(N/N=C/c1ccccc1[N+](=O)[O-])c1ccc(CN2CCOCC2)cc1	0.7	-1	5	4	-6	-0.3	-1	-2	12
COc1cccc(C2=NOC(C(=O)Nc3cc(C)nn3-c3ccccc3)C2)c1OC (stereo not given)	0.3	-2	-3	-3	-4	-0.2	-4	19	3
CN1CCCN(C(=O)c2ccc(Br)cc2)CC1	0.6	-4	2	-3	-2	0.2	-2	1	28
O=c1[nH]c2ccc(Cl)cc2c(O)c1-c1ccccc1	0.6	-2	9	-1	-4	0.7	-2	-5	14
COc1ccccc1C(=O)NCCC(=O)N(Cc1ccco1)Cc1cccs1	0.1	-7	9	-7	2	-0.1	-18	11	11
O=C(CCCN1C(=O)c2cccnc2Oc2ccc(Cl)cc21)N1CCCCC1	-0.1	-2	6	-1	-3	0.4	0	-4	11
Cc1cccc(NC(=O)C2SC(=Nc3c(C)cccc3C)C(C(=O)N3CCOCC3)=C2N)c1 (stereo not given)	0.7	2	9	0	1	0.2	-6	-6	10
CCc1ccc(-c2csc(NC(=O)C3=NN(c4ccccc4)C(=O)CC3)n2)cc1	0.3	-2	-3	-5	16	-0.5	-7	-18	-8

Whole records from above. Screens in order: MsrA inh, bovine MsrA act, CendR NRP1 mod, MT1-MMP act inh, FAS TE block, Tb MetRS inh, E coli Lon inh, PABP1 MLLE inh, SKN-1 inh
Results for `CN1CCCN(C(=O)c2ccc(Br)cc2)CC1` → 0.6, -4, 2, -3, -2, 0.2, -2, 1, 28
Results for `COc1cccc(C2=NOC(C(=O)Nc3cc(C)nn3-c3ccccc3)C2)c1OC` (stereo not given) → 0.3, -2, -3, -3, -4, -0.2, -4, 19, 3

(further entries)
SMILES	MsrA inh	bovine MsrA act	CendR NRP1 mod	MT1-MMP act inh	FAS TE block	Tb MetRS inh	E coli Lon inh	PABP1 MLLE inh	SKN-1 inh
CN1CCCN(C(=O)c2ccc(Cl)c(S(=O)(=O)N(C)c3ccccc3)c2)CC1	0.1	-2	1	4	-3	-0.7	-12	1	4
Cc1cc(C)n2nc(NCc3ccccc3)nc2n1	-0.1	7	-2	3	-7	-0.6	0	-14	-27
CSc1nc2nccc(-c3ccc(Oc4ccccc4)cc3)n2n1	1.3	-8	25	-1	-11	-0.4	-5	5	-3
Cc1ccc(CCNC(=O)c2cc(S(=O)(=O)N3CCCCC3)c[nH]2)cc1	1.7	-2	-14	-3	1	1.1	-3	5	4
C=CCn1c(SCc2ccccc2)nc(O)cc1=O	0.2	1	-8	9	-7	-1.3	2	4	7
Cc1cc(C(=O)N2CCCC(C(=O)c3ccc(Oc4ccccc4)cc3)C2)n[nH]1 (stereo not given)	0.5	0	2	0	-44	0.1	-1	-8	21
CN1CCN(CCCNC(=O)c2ccc(CS(=O)(=O)c3ccc(Br)cc3)o2)CC1	0.5	-3	5	1	-5	-0.2	-6	10	2
Cc1ccc2c(c1)C(O)(CC(=O)c1cccc(-n3cccc3)c1)C(=O)N2 (stereo not given)	0.7	-2	0	-3	3	-0.2	-4	1	-3
O=C1CCCN1CCCNc1ccc2nnc(CCC(=O)N3CCN(c4ccccc4)CC3)n2n1	-1.1	0	3	4	-5	0.9	2	0	14
O=C(O)c1cccc(C(=O)c2cccc(C(=O)O)c2)c1	-1.7	-1	8	-2	-9	0.5	-3	-5	0
O=C1O[C@@H]([C@H](O)CO)C(O)=C1O	0.2	0	-12	2	-4	0.0	8	-19	-4
CC(=O)Nc1ccc(S(=O)(=O)/N=C2\C(=O)c3ccccc3C([O-])=C2n2cc[n+](-c3ccccn3)c2)cc1	0.8	-2	11	-5	0	1.1	-9	18	9
O=C(CCn1c(=S)oc2ccccc21)Nc1ccc(F)cc1	-0.2	-4	7	-4	-13	-0.1	1	7	-12
Clc1ccc(-c2nnc(-c3cccc4ccccc34)o2)cc1	0.6	-4	14	-4	22	-0.2	-3	-3	2
COC(=O)CCC(=O)Nc1cccc([N+](=O)[O-])c1	-0.7	-4	-4	0	-2	0.0	-5	7	1
O=[N+]([O-])c1cnccc1Nc1ccc(Cl)cc1	0.2	-4	-8	0	-1	0.8	-8	8	12
Cc1ccc(NC(=O)CCNS(=O)(=O)c2ccc3[nH]c(=O)oc3c2)cc1	-0.5	0	-8	2	-6	-0.1	-4	-21	6
CCCOc1ccc(NC(=O)CC2C(=O)N(C)C(=S)N2Cc2cccs2)cc1 (stereo not given)	-0.4	-1	4	-4	64*	-0.3	5	-10	14
COCCN(CC(=O)NCc1ccc2c(c1)OCO2)C(=O)CCC(=O)Nc1nccs1	1.1	-2	2	1	-6	-0.6	-8	-3	12
CCCc1cc(=O)[nH]c(SCC(=O)N2CCN(c3ccc(F)cc3)CC2)n1	-0.5	-2	1	3	-1	-0.3	-1	-8	3
CSCc1cc(N(C)C)nc(SCc2ccc(Cl)c(Cl)c2)n1	-0.6	-3	-1	0	27	0.6	-2	3	19
COC(=O)C(C)Sc1nc2c(c(=O)n(C)c(=O)n2C)n1Cc1cccc(C)c1 (stereo not given)	-0.4	1	7	1	1	-0.3	0	18	0
CN(C)S(=O)(=O)c1ccc(C(=O)NNC(=O)c2ccccc2-n2cccc2)cc1	0.2	-7	-1	-2	0	-0.3	13	5	6
O=C(Oc1ccc2c(c1)OCO2)C12CC3CC(CC(C3)C1)C2	-0.2	-2	3	-6	20	0.2	-11	4	-1
CCC(=O)N(C)C[C@@H]1Oc2cc(Br)ccc2S(=O)(=O)N([C@@H](C)CO)C[C@@H]1C	-0.1	-4	13	-2	-6	-0.1	2	7	-7
Cc1ccc(C)c(C(=O)COC(=O)c2ccc(Br)o2)c1	1.0	-1	12	-3	20	-0.1	9	-9	27
Cn1c(=O)[nH]c(N)c(Br)c1=O	-0.2	-2	14	-2	-2	-0.1	-8	-134	1
COc1ccc(CN2CCN(C(=O)Cn3c(=O)oc4cc(Cl)ccc43)CC2)c(OC)c1OC	-0.9	-2	3	-3	-3	0.1	-7	-3	11
